# OPRM1-OPRD1 inv – inverse agonist of human OPRM1-OPRD1 heterodimerization; 0.21% of 340,000 active; AID 504357; inhibition, % at 9.3 µM; P35372+P41143; cell-based MOR-DOR heterodimer luminescence, inverse agonism; in the data active = inhibition above about 22%, passing the limit was not always enough;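 also: 0% = cells with DMSO and 100% = wells without cells with DMSO; values of inactives mirror those of a sister screen read the other way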
# PKA-R2B activ – PKA-R2B complex activation | PKA-R2B holoenzyme dissociation, Cy5-IP20 fluorescence polarization; R2B truncated from residue 108, S112A mutant; 0% DMSO only, 100% 113 µM cGMP | activation, % at 11.4 µM | 0.079% of 340,000 active;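 active = activation above a cutoff set at the mean over all compounds plus 3 SD, cut at about 18% in these data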;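 also: higher means more holoenzyme dissociation and a rise in polarization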
# Target sequence (P31323 whole entry, looked up, other chains not shown, the tested form may be a part): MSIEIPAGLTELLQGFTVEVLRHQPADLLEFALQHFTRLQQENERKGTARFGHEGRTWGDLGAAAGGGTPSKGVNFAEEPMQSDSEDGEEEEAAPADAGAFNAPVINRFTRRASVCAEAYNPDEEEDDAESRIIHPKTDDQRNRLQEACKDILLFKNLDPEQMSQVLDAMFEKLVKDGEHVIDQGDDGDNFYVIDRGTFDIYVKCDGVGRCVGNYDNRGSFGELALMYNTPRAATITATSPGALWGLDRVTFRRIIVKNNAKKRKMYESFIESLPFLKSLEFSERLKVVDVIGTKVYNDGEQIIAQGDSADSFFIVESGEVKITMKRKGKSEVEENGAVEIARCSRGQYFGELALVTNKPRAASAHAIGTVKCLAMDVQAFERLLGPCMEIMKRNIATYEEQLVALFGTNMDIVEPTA
# PfHsp90 set2 – inhibits growth of yeast expressing Plasmodium falciparum Hsp90; inhibition, % at 9.4 µM; 0.32% of 310,000 active; S. cerevisiae expressing PfHsp90, BacTiter-Glo ATP, 48 h; yeast lacking PDR1 and PDR3 efflux regulators; AID 504621;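 active = every replicate shows inhibition above about 80%, whatever the replicate mean, limit read from the data; inconclusive = mean inhibition reaches the set limit but some replicate falls short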;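 also: 0% = DMSO neutral controls and 100% = 20 µM radicicol positive controls; yeast relying on Plasmodium falciparum Hsp90 in place of its own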
# Tat transport – inhibitors of E. coli Tat protein transport | E. coli MC4100 TorA-mCherry Tat export, fluorescence | inhibition, % at 10 µM | 0.036% of 340,000 active | AID 488895;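 active = mean replicate inhibition at least 50% and at least half of replicates individually reaching 50%; inconclusive = only one of the two criteria met; inactive = neither criterion met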;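 also: exported cargo escapes ClpAP degradation while cytoplasmic cargo is degraded and loses fluorescence; 0% = median of neutral control wells and 100% = median of NaSCN control wells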
# Mot1-301 SUMO – inhibitors of SUMOylation pathway: yeast Mot1-301 growth rescue; 1% of 320,000 active; S. cerevisiae Mot1-301 growth rescue, ATP luminescence, 38.5C; percent above DMSO median, 100 means doubled; growth rescue, % at 18.8 µM; AID 2716;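 active = every valid replicate shows activation above 250% relative to neutral control wells; inactive = the rest, any valid replicate at or below 250%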;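 also: OY570 slx delta 5 strain wells were the positive control but not used for scaling; some compounds called inactive have numbers as strong as hits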
# phage Ecoli inh – E. coli growth loss with phage present; growth absorbance; inhibition, % at 11.9 µM; 0.26% of 360,000 active; AID 651602; in the data active = inhibition above about 11%
# HTR5A inv ag – inverse agonist of human HTR5A in OPRM1-OPRD1 counter-screen; P47898; 0.083% of 340,000 active; AID 504634; inhibition, % at 9.3 µM; HTR5A cell line, luminescence, inverse agonism; in the data active = inhibition mostly above about 23%, no sharp cut-off; inactive = mostly below about 18%;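 also: 0% = cells with DMSO and 100% = no-cell wells with DMSO; some compounds called inactive have numbers as strong as hits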
# Target sequence (P47898 whole entry, looked up): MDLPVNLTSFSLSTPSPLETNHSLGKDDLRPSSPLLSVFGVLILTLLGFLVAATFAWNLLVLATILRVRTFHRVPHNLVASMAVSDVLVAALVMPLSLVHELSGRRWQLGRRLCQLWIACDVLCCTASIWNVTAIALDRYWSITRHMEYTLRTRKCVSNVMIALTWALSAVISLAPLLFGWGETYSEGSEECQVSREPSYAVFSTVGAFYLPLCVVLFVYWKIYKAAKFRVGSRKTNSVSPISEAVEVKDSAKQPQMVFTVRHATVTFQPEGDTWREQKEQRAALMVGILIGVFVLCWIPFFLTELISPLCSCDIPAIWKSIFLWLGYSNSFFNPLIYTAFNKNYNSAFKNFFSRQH
# PKA-R1A act – activates the PKA-R1A holoenzyme complex | PKA-R1A dissociation, Cy5-IP20 fluorescence polarization; scaled: DMSO 0%, 113 µM cGMP 100% | activation, % at 11.4 µM | 0.083% of 340,000 active | AID 504707;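 active = percent activation above the mean of all tested compounds plus 3 SD, cut at about 19% in these data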;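 also: higher means more PKAc released from R1A so a rise in polarization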
# AddAB inh – less growth of phage-infected E. coli with AddAB | E. coli expressing H. pylori AddAB, absorbance growth | inhibition, % at 11.9 µM | 0.29% of 330,000 active | AID 435030; in the data active = inhibition above about 12%;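 also: 0% = vehicle wells of infected cells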
# MOR-DOR ag – OPRM1-OPRD1 heterodimerization agonism; P35372+P41143; AID 504326; activation, % at 9.3 µM; 0.3% of 340,000 active; cells, luminescence; in the data active = activation above about 18%;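 also: 0% = vehicle-treated cells and 100% = reference agonist; values of inactives mirror those of a sister screen read the other way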
# Ecoli viability – reduces bacterial viability in AddAB counter-screen; E. coli V3065 growth, OD600 absorbance, 18 h; inhibition, % at 11.9 µM; 0.27% of 330,000 active; AID 449728;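 active = inhibition above the campaign's mean inhibition across all tested compounds plus 3 SD, cut at about 9.9% in these data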;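 also: uninfected addAB+ strain grown without phage in ampicillin broth; 0% = DMSO wells and 100% = ciprofloxacin 0.95 µg/ml wells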
# * marks the source's active call; other numbers are inactive results; ? = inconclusive; nt = not tested or not shown.
SMILES,OPRM1-OPRD1 inv,PKA-R2B activ,PfHsp90 set2,Tat transport,Mot1-301 SUMO,phage Ecoli inh,HTR5A inv ag,PKA-R1A act,AddAB inh,MOR-DOR ag,Ecoli viability
CCn1c(C)nc2cc(C(=O)NNC(=S)Nc3ccc(Cl)cc3Cl)ccc21,2.5,-7.2,1.6,-8.6,-11.6,1.8,-5.0,-11.5,2.5,-0.5,-0.4
CCc1nc2sc(C(=O)O)c(N)c2c2c1CCCC2,9.2,-4.9,-5.2,-3.5,7.0,1.2,2.2,1.3,4.8,-1.7,3.2
CN(C1CCCCC1)S(=O)(=O)c1ccc(NC(=O)CCC(=O)O)cc1,16.1,-7.7,-10.6,-3.9,7.8,2.7,-0.9,3.6,1.6,-3.8,-0.5
CN(C)S(=O)(=O)c1ccc(NC(=O)COC(=O)Cn2[nH]c(=O)c3ccccc3c2=O)cc1,9.4,0.2,1.1,4.5,16.2,0.1,15.6,-12.3,-2.5,-1.8,-3.0
CCCCCC(=O)Nc1ccc(Cl)cn1,11.1,3.3,-2.8,-1.1,12.2,1.4,-9.9,2.5,-1.3,-2.0,1.4
CC(C)Oc1ccc(C(=O)/C=C2/C(=O)Nc3ccccc32)cc1,-8.1,-8.5,106.7*,-4.6,189.8,-0.4,-29.6,-10.6,-1.6,1.6,-1.0
CCOc1cc(NC(=S)NCCCN2CCOCC2)c(OCC)cc1NC(=O)c1ccc(OC)cc1,-3.6,5.9,7.2,-1.5,-8.1,-0.6,0.0,-11.9,-2.5,0.8,-2.7
O=C(c1c(F)cccc1F)N(Cc1ccccn1)C1CCCC1,5.3,-2.5,0.3,-2.1,-2.7,nt,-38.0,4.8,1.6,-1.0,0.8
CCC1Sc2ccc(S(=O)(=O)CCC(=O)NCc3ccc(C)o3)cc2NC1=O (centres undefined),17.9,2.5,-3.6,-7.0,1.0,0.3,3.8,-0.3,2.9,-3.3,1.5
Cc1c(NC(=O)c2cc(Br)ccc2Cl)cccc1-n1cnnn1,7.3,-7.1,-2.9,-7.3,-2.4,1.5,6.1,-2.9,2.5,-1.9,2.4
Cc1ccc(C(=O)O)cc1S(=O)(=O)N1CCSCC1,-7.7,4.0,-4.0,-7.1,-5.6,-1.2,-17.3,-8.0,1.0,1.3,-1.0
O=C(COc1ccc2c3c(c(=O)oc2c1)CCC3)NCc1cccnc1,21.2,13.2,24.1,-0.2,8.0,1.4,-6.9,7.2,0.3,-4.0,2.8
O=C(N/N=C/c1ccc(-c2ccccc2C(=O)O)o1)c1cccs1,19.3,4.8,-27.4,-3.4,-17.3,3.1,12.5,1.8,3.2,-3.9,-2.6
CN(C1CCCCC1)S(=O)(=O)c1ccc(NC(=O)C2CCCCC2)cc1,-19.5,-7.6,4.3,0.1,69.1,3.5,-11.5,-15.8,-1.3,3.5,-0.2
O=C(c1cccs1)N1CCN(c2ccc(F)cc2)CC1,13.6,-1.2,7.3,5.7,232.0,3.2,-3.6,2.6,0.5,-2.4,2.2
N#Cc1c(-c2ccco2)cc(-c2ccc(F)cc2)nc1N,4.8,-7.1,-19.4,-2.7,22.0,-2.1,-1.2,2.9,3.5,-0.8,-0.5
COc1cccc(C(=O)Nc2cnc(NC(=O)c3ccco3)cc2C)c1,-2.2,9.0,-11.9,2.6,2.8,3.3,9.8,-3.5,1.0,0.4,-1.2
FC(F)(F)c1cc(C(F)(F)F)c2ccc(N/N=C/c3ccccc3)nc2n1,14.0,-6.4,-16.1,2.6,101.0,1.3,6.2,-14.3,3.8,-3.4,0.2
COc1ccc(-n2cnnc2SC(C)C(=O)Nc2cccc([N+](=O)[O-])c2)cc1 (centres undefined),6.0,1.0,-1.4,-4.4,12.1,0.8,-31.4,-2.5,1.6,-1.1,-3.1
Cc1ccc(NC(=O)Cn2c(=O)oc3ccccc32)cc1Cl,-10.8,8.2,19.1,-1.3,-5.8,3.6,-23.5,1.3,-1.8,2.3,-0.1
CCOCCCn1c(SCC(=O)Nc2ccc(OC)cc2)nc2ccccc2c1=O,9.6,-7.9,-27.7,-2.7,-24.2,-1.0,-24.9,13.1,1.0,-1.9,0.5
Clc1ccc(NCc2cccnc2)c(Cl)c1,16.6,2.1,4.0,0.3,38.6,3.4,14.2,-11.3,1.4,-3.7,-1.3
COc1ccc(-c2cc(C(F)F)n3ncc(C(=O)NCC4CCCO4)c3n2)cc1 (centres undefined),25.4,-14.3,-2.8,-5.4,17.6,0.7,-2.0,-10.1,2.4,-5.2,1.0
COc1ccc(CCC(=O)NC2CCCN(Cc3ccc(Cl)cc3)C2)cc1OC (centres undefined),-1.2,-6.9,3.1,8.3,-0.8,0.8,9.9,-1.5,3.9,0.2,0.0
COc1cc(F)cc(-c2ccc3c(c2)c(C#Cc2ccsc2)c(-c2cc(OC)cc(OC)c2)n3C)c1,-0.8,9.6,-27.3,0.9,-18.7,1.3,-2.8,-5.8,0.7,0.1,-0.9
O=C(/C=C/c1ccco1)Nc1ccc(Oc2ccc(Cl)cc2)cc1,-59.0,-7.5,6.4,-3.8,-2.0,2.7,0.6,-1.1,6.7,10.3,0.9
CCCCn1c(N)c(Sc2ccc([N+](=O)[O-])cc2)c(=O)[nH]c1=O,-1.8,3.9,6.4,-2.5,6.8,1.7,-1.8,-6.9,5.4,0.2,2.3
CCN(CC)S(=O)(=O)c1ccc(N2CCOCC2)c(NS(=O)(=O)c2ccc(OC)cc2)c1,19.0,-5.3,9.9,2.1,-0.7,0.6,15.4,-13.5,2.5,-3.6,1.2
O=S(=O)(NCc1ccccn1)c1ccc2c(c1)OCCO2,-0.5,-1.9,-12.3,-2.4,7.7,1.8,-4.5,2.7,0.7,0.1,0.7
CCOC(=O)CSc1nc2c(sc(=S)n2CCc2ccccc2)c(=O)n1Cc1ccco1,4.5,6.7,17.0,4.4,168.7,4.2,-24.7,1.2,1.3,-0.8,1.2
CCOC(=O)c1c(C)c(C(=O)NCc2ccc3c(c2)OCO3)c(C)n1C,13.9,0.8,0.2,-6.8,nt,1.7,-8.0,2.2,-1.2,-2.6,-6.0
COc1ccc(OC)c(CNS(=O)(=O)c2c(C)nc3scc(C)n3c2=O)c1,6.8,4.2,22.9,4.2,10.6,-0.2,-14.1,9.0,-1.5,-1.3,-0.9
CC(C)C[C@H]1C(=O)N2CCC[C@H]2[C@]2(O)O[C@](NC(=O)[C@@H]3C=C4c5cccc6[nH]c(Br)c(c56)CC4N(C)C3)(C(C)C)C(=O)N12 (some centres undefined),-22.5,-3.7,24.7,?,-9.8,5.8,-1.6,-10.6,-1.3,4.2,-2.7
CCn1c(=O)c(=O)n(CC)c2cc(S(=O)(=O)N3CCc4ccccc43)ccc21,4.6,3.0,-13.3,12.6,-5.7,0.0,1.5,-5.7,1.4,-0.9,0.9
COc1cccc(CN2CC(C(=O)NCC3CCOCC3)CCC2=O)c1 (centres undefined),8.7,-9.5,10.4,9.3,-4.0,2.2,11.8,8.7,3.4,-1.7,-1.2
Clc1ccc(C2CC(c3ccco3)n3ncnc3N2)cc1Cl (centres undefined),-9.5,-10.7,-30.8,-3.9,1.8,0.6,-15.0,-2.0,1.0,1.6,0.1
COc1ccc(OC)c(C2N(c3ccccn3)C(=O)C3CCCN32)c1 (centres undefined),19.4,1.9,nt,-1.1,1.8,2.6,-21.0,0.7,3.0,-3.3,-0.3
CC(C)C(NS(=O)(=O)c1cccc2nsnc12)C(=O)Nc1nc2ccc(Cl)cc2s1 (centres undefined),-13.6,9.8,0.0,8.0,nt,4.2,1.5,5.3,1.6,2.3,2.1
CCCNS(=O)(=O)c1cc2c3c(c1)CCN3C(=O)CC2,15.2,0.6,12.0,-3.6,-5.6,1.2,-2.4,-8.4,3.0,-2.9,-1.9
COc1cc(NC2c3ccccc3C(=O)N2c2cc(C)ccn2)cc(OC)c1OC (centres undefined),12.7,0.0,-12.1,-5.7,8.9,2.2,5.0,-1.8,-1.6,-2.3,-4.0

# Next part, overlapping the part above by two compounds.
SMILES,OPRM1-OPRD1 inv,PKA-R2B activ,PfHsp90 set2,Tat transport,Mot1-301 SUMO,phage Ecoli inh,HTR5A inv ag,PKA-R1A act,AddAB inh,MOR-DOR ag,Ecoli viability
CCCNS(=O)(=O)c1cc2c3c(c1)CCN3C(=O)CC2,15.2,0.6,12.0,-3.6,-5.6,1.2,-2.4,-8.4,3.0,-2.9,-1.9
COc1cc(NC2c3ccccc3C(=O)N2c2cc(C)ccn2)cc(OC)c1OC (centres undefined),12.7,0.0,-12.1,-5.7,8.9,2.2,5.0,-1.8,-1.6,-2.3,-4.0
Oc1ccc(/C=N/NC(=S)N2CCOCC2)cc1,-3.0,-7.0,12.2,-10.9,-2.6,7.9,5.5,-10.2,3.0,0.6,-1.8
Oc1ccccc1CNCCCN1CCOCC1,11.6,5.1,-20.8,0.8,12.7,0.9,-2.5,-10.8,0.2,-2.3,-0.4
Cc1cccc(Cn2c(N3CCc4ccccc4C3)nc3c2c(=O)[nH]c(=O)n3C)c1,5.8,1.5,-27.3,-7.3,nt,3.4,11.1,2.2,0.8,-1.0,2.6
CCCn1c(N2CCOCC2)nc2c1c(=O)[nH]c(=O)n2C,27.1,-10.0,-23.7,-2.8,5.9,0.2,1.9,-1.2,0.1,-5.9,-1.9
O=C(Cc1cccs1)Nc1cccc(C(=O)Nc2ccco2)c1,2.6,-2.3,9.3,-12.1,-9.4,1.8,16.6,1.6,4.6,-0.4,4.1
O=C(Nc1ccc(C(=O)NCc2ccccc2Cl)cc1)C1=CSCCO1,13.0,-3.3,9.9,-4.1,27.7,-1.7,0.2,-5.1,4.4,-2.5,0.5
CN(C)S(=O)(=O)c1ccc(NC(=O)N2CCN(c3ccccc3Cl)CC2)cc1,7.7,6.5,nt,3.9,-11.7,5.2,17.6,1.3,5.3,-1.3,3.9
FC(F)(F)c1cc(-c2cccs2)nc(N2CCOCC2)n1,-22.5,-12.2,-19.1,4.2,94.3,4.5,-2.7,-1.1,2.2,5.4,-0.3
CCc1c(C)sc(NC(=O)/C=C/C(=O)O)c1C(N)=O,13.4,6.3,-1.5,-3.0,291.1,4.1,-11.8,-0.3,-0.8,-2.7,-0.3
O=C(CSc1oc(-c2ccc(F)cc2)nc1S(=O)(=O)c1ccc(F)cc1)NCC1CCCO1 (centres undefined),4.3,4.8,nt,1.1,5.0,2.3,-23.4,10.7,1.1,-0.8,-2.5
Fc1ccc(NC(=S)NN=Cc2ccccc2Cl)cc1,3.9,-9.9,10.8,-1.7,nt,3.0,10.9,-9.0,nt,-0.8,nt
Cc1nc(OCC(=O)c2ccc(Cl)cc2)c(C#N)c2c1COC(C)(C)C2,-18.8,4.1,-11.4,3.7,2.4,1.4,-16.8,10.4,1.7,3.2,1.5
O=C(NNC(=O)c1ccccc1Cl)c1cccnc1,9.6,7.0,-5.7,3.3,-20.7,0.1,-27.4,2.0,3.1,-1.5,1.8
CSCC(=O)Nc1cc(C)on1,8.6,2.6,-11.9,-6.0,-19.3,-2.9,-9.6,-4.0,-0.7,-1.7,0.2
CCCn1cnc2c(Sc3c([N+](=O)[O-])ncn3C)nc(N)nc21,4.5,4.2,-6.3,-1.3,nt,1.8,-12.4,-7.1,nt,-0.9,nt
